Screens (PubChem)
CDK5 p35 inh – inhibitors of human CDK5/p35 kinase, primary screen, biochemical, single concentration. Cyclin-dependent kinase 5 (Homo sapiens) + Cyclin-dependent kinase 5 activator 1 (Homo …. Recombinant CDK5/p35, ADP-Glo luminescence, 60 min. inhibition, % at 10 µM. hit rate 0.01% among 330,000. AID 488839, 2010;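 active = highest replicate inhibition of at least 50% and at least 75% of replicates reaching 50%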;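 note: plate controls were DMSO neutral control for no effect and GW8510 at 10 µM for full effect; many of its hits are not listed in these tables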
Tat export inh – E. coli Tat export inhibitors, primary screen, MC4100, TorA-mCherry reporter, fluorescence, single point; inhibition, % at 10 µM; hit rate 0.036% among 340,000; AID 488895, 2010;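 active = mean replicate inhibition at least 50% and at least half of replicates individually reaching 50%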;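 note: exported cargo escapes ClpAP degradation while cytoplasmic cargo is degraded and loses fluorescence; 0% = median of neutral control wells and 100% = median of NaSCN control wells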
phage Ecoli inh – growth loss of phage-infected E. coli, primary screen, RecBCD inhibitor project, absorbance, with phage, HTS; AID 651602, 2012; hit rate 0.26% among 360,000; inhibition, % at 11.9 µM; in the data active = inhibition above about 11%
PKA-R2B act – activators of PKA-R2B holoenzyme, primary screen, biochemical, fluorescence polarization, Cy5-IP20, human; PKA-R2B holoenzyme dissociation; R2B truncated from residue 108, S112A mutant; 0% DMSO only, 100% 113 µM cGMP; activation, % at 11.4 µM; hit rate 0.079% among 340,000; AID 504700, 2011;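 active = activation above a cutoff set at the mean over all compounds plus 3 SD, cut at about 18% in these data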;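 note: higher means more holoenzyme dissociation and a rise in polarization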
Target sequence (P31323 whole entry, looked up, other chains not shown, the tested form may be a part): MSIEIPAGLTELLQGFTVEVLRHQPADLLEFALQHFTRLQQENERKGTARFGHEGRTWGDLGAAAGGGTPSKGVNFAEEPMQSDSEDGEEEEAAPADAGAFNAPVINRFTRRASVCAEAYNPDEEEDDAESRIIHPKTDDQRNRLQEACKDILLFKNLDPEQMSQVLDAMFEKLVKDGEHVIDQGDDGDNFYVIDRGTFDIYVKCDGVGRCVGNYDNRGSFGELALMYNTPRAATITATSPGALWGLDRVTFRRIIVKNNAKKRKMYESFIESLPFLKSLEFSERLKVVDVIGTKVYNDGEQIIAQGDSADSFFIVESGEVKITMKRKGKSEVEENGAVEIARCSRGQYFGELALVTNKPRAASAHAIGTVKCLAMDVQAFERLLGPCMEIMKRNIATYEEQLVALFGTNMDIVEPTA
SUMO Mot1 rescue – yeast Mot1-301 growth rescue at high temperature, primary screen, SUMOylation pathway inhibitor project, S. cerevisiae, ATP luminescence, 38.5C. S. cerevisiae Mot1-301 growth rescue; percent above DMSO median, 100 means doubled. growth rescue, % at 18.8 µM. hit rate 1% among 320,000. AID 2716, 2010;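 active = every valid replicate shows activation above 250% relative to neutral control wells; inactive = the rest, any valid replicate at or below 250%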;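 note: OY570 slx delta 5 strain wells were the positive control but not used for scaling; some compounds called inactive have numbers as strong as hits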
AddAB inh – growth inhibition of E. coli expressing H. pylori AddAB, primary screen, AddAB inhibitor project, absorbance; inhibition, % at 11.9 µM; hit rate 0.29% among 330,000; AID 435030, 2010; in the data active = inhibition above about 12%;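 note: 0% = vehicle wells of infected cells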
E coli growth – E. coli V3065 growth inhibition, primary screen, counter-screen for AddAB inhibitor project, absorbance, OD600 | 18 h | inhibition, % at 11.9 µM | hit rate 0.27% among 330,000 | AID 449728, 2010;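 active = inhibition above the campaign's mean inhibition across all tested compounds plus 3 SD, cut at about 9.9% in these data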;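 note: uninfected addAB+ strain grown without phage in ampicillin broth; 0% = DMSO wells and 100% = ciprofloxacin 0.95 µg/ml wells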
PKA-R1A activ – activators of PKA-R1A holoenzyme, primary screen, biochemical, fluorescence polarization, Cy5-IP20, bovine R1A, mouse PKAc; cAMP-dependent protein kinase type I-alpha regulatory subunit (Bos taurus) + …; PKA-R1A dissociation; scaled: DMSO 0%, 113 µM cGMP 100%; activation, % at 11.4 µM; hit rate 0.083% among 340,000;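 active = percent activation above the mean of all tested compounds plus 3 SD, cut at about 19% in these data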;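 note: higher means more PKAc released from R1A so a rise in polarization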
DAGLB inhibitor – DAGLB lipase inhibitors, primary screen, biochemical, fluorescence, HTS; Diacylglycerol lipase-beta (Homo sapiens), Q8NCG7; HEK293T DAGLB membrane lysate, EnzChek fluorogenic substrate; inhibition, % at 5.17 µM; hit rate 0.059% among 340,000; AID 504411, 2011; in the data active = inhibition above about 34%;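 note: 0% = enzyme with vehicle and 100% = wells lacking enzyme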
Target sequence (Q8NCG7 whole entry, looked up): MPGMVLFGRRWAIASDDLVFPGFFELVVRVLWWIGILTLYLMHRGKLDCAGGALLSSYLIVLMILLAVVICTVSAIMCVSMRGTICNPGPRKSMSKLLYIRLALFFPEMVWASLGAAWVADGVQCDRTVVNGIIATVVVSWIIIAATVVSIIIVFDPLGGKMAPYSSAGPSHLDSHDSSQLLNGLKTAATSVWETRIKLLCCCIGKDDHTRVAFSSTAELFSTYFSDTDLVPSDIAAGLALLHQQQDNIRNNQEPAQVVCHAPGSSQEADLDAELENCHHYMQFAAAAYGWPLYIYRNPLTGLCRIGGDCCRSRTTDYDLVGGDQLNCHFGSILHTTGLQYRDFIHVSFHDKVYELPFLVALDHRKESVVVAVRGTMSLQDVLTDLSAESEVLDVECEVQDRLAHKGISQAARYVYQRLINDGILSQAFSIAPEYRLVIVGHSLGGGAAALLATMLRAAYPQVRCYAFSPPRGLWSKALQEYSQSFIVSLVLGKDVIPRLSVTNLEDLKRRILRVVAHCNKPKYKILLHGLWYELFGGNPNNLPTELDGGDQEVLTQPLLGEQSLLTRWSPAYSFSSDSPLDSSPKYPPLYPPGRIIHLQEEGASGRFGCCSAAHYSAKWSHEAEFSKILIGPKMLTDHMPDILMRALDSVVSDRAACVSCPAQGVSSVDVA
HTR5A inv ctr – HTR5A inverse agonists in luminescence cell assay, primary screen, counter-screen for OPRM1-OPRD1 heterodimer inverse agonist project, full-deck HTS | HTR5A cell line, inverse agonism | inhibition, % at 9.3 µM | hit rate 0.083% among 340,000; in the data active = inhibition mostly above about 23%, no sharp cut-off; inactive = mostly below about 18%;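 note: 0% = cells with DMSO and 100% = no-cell wells with DMSO; some compounds called inactive have numbers as strong as hits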
HTR5A ag – HTR5A agonists in luminescence cell assay, primary screen, counter-screen for OPRM1-OPRD1 heterodimer agonist project, full-deck HTS; 5-hydroxytryptamine receptor 5A (Homo sapiens), P47898; cell-based; activation, % at 9.3 µM; hit rate 0.61% among 340,000; in the data active = activation mostly above about 9.5%, no sharp cut-off; inactive = mostly below about 7.6%;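 note: 0% = cells with vehicle only and 100% = reference agonist; strong numbers were not always called active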
* = called active by the depositor; · = not tested or not shown.

SMILES	CDK5 p35 inh	Tat export inh	phage Ecoli inh	PKA-R2B act	SUMO Mot1 rescue	AddAB inh	E coli growth	PKA-R1A activ	DAGLB inhibitor	HTR5A inv ctr	HTR5A ag
COc1ccc(N(CCC(=O)O)S(=O)(=O)c2ccc(C)c(C)c2)cc1	0.8	-5	2.6	-3	255	1.3	-0.7	-4	0	6	-2
CCCS(=O)(=O)N1CCN(S(=O)(=O)c2ccc(F)cc2)CC1	-0.7	0	-2.7	1	-1	0.7	0.2	-1	-3	2	2
COC(=O)[C@@]12CCCN1[C@H](c1ccc(-c3cccc(Cl)c3)cc1)[C@H]1C(=O)N(C)C(=O)[C@H]12	-0.4	11	2.5	-9	-7	-1.3	-1.5	6	3	4	1
COC(=O)c1cccc(NC(=S)NCc2ccc(Cl)cc2)c1	0.7	-1	4.8	-8	113	4.3	3.1	8	-1	-3	1
COc1ccccc1C=NC(CO)C(O)c1ccc([N+](=O)[O-])cc1 (stereo unspecified)	0.8	-12	1.6	0	5	1.4	-2.9	-5	-3	-2	1
c1ccc(CSc2nnc(-c3cccnc3)o2)cc1	2.1	12	2.4	1	1	-2.5	-1.7	-8	2	-2	1
CCCCCC(=O)Nc1cccc(C2=NOC3(C2)C[C@@H](C(N)=O)N(C(=O)C2(C)CC2)C3)c1 (stereo partly specified)	-2.4	-37	4.6	5	-20	2.6	-0.7	3	-2	6	4
COc1ccc(C(=O)Nc2cc(Cl)ccc2N2CCOCC2)cc1S(=O)(=O)N1CCOCC1	0.7	-9	2.4	1	·	·	·	2	0	-3	1
CSc1ccc(NC(=O)Nc2ccccc2C(N)=O)cc1	1.3	-2	-0.3	-5	-11	-3.5	-2.2	-10	-1	11	-3
N=C1S/C(=C\c2cccc3ccccc23)C(=O)N1c1ccc(F)cc1	1.2	-4	3.1	5	-2	0.5	0.9	7	-1	3	-1
CC(C)(C)C1CCc2c(sc(NC(=O)c3cccs3)c2C(=O)N2CCCCC2)C1 (stereo unspecified)	-1.0	9	2.1	11	-11	3.5	-1.6	-1	0	-5	2
N#C/C(=C\c1ccc(OC(=O)c2cccs2)cc1)c1nc2ccccc2[nH]1	-1.9	-4	2.2	2	187	3.8	1.7	8	0	14	0
Cc1ccc(-n2c(=O)[nH]cc(C(=O)N3CCc4ccccc43)c2=O)cc1	-0.9	1	3.2	-11	21	3.8	0.7	8	1	-2	1
Cc1cccc(-c2cc3nc(C)cc(C)n3n2)c1	0.3	-5	2.5	-1	151	5.0	1.1	2	-5	9	-3
Cc1nc(=O)c(-c2ccccc2)c(C)n1-c1ccccc1O	1.2	-4	0.9	-14	199	-0.9	-3.3	-11	0	-8	0
CCCCCC(O)CCc1n[nH]c(=S)n1-c1ccccc1 (stereo unspecified)	1.4	-3	-0.2	-3	-7	0.7	0.4	-14	-1	-2	1
CN1/C(=C\C(=O)CSc2ncn[nH]2)C(C)(C)c2ccccc21	0.4	2	3.2	-8	-14	0.9	-2.7	-2	1	-8	2
COc1ccccc1OCCNC1CCCC1	-0.1	8	4.0	-9	8	1.0	0.5	-4	0	3	-1
CN(CC(=O)Nc1ccccc1C(=O)NC1CC1)Cc1ccc(Cl)cc1	0.9	-1	-0.6	15	-3	1.1	-0.3	7	-2	-1	1
Nc1nc2n(n1)C(c1ccco1)CC(c1ccc(Cl)cc1Cl)N2 (stereo unspecified)	-1.7	-7	-1.3	-2	1	1.6	-4.1	-3	3	8	3
CNS(=O)(=O)c1cn(CC(=O)NCc2ccc(OC)cc2)cc1S(=O)(=O)NC	-0.5	-1	0.8	-7	-21	2.2	2.3	-4	0	-13	3
COc1ccc(CCn2c(=N)c(S(=O)(=O)c3ccc(Cl)cc3)cc3c(=O)n4ccccc4nc32)cc1	-1.7	-8	-1.4	2	-10	1.5	1.4	-2	-4	2	0
C/C(=N\NC(=O)c1c([N+](=O)[O-])c(C)nn1C)c1ccc(NC(=O)c2ccc(C)o2)cc1	-3.2	32	-0.1	-1	237	0.3	1.1	-9	4	15	5
O=C(NC1CCCCC1)c1ccccc1-c1ccccc1	0.0	-3	4.2	4	5	3.6	1.8	9	-1	0	0
CCc1ccc(C(C(=O)NC2CCCC2)N(C(=O)c2csnn2)C2CC2)cc1 (stereo unspecified)	-0.1	0	-0.6	1	-17	2.2	1.5	7	0	0	-1

A portion of the results above, for reference:
SMILES	CDK5 p35 inh	Tat export inh	phage Ecoli inh	PKA-R2B act	SUMO Mot1 rescue	AddAB inh	E coli growth	PKA-R1A activ	DAGLB inhibitor	HTR5A inv ctr	HTR5A ag
CN1/C(=C\C(=O)CSc2ncn[nH]2)C(C)(C)c2ccccc21	0.4	2	3.2	-8	-14	0.9	-2.7	-2	1	-8	2
COc1ccccc1OCCNC1CCCC1	-0.1	8	4.0	-9	8	1.0	0.5	-4	0	3	-1
CN(CC(=O)Nc1ccccc1C(=O)NC1CC1)Cc1ccc(Cl)cc1	0.9	-1	-0.6	15	-3	1.1	-0.3	7	-2	-1	1
Nc1nc2n(n1)C(c1ccco1)CC(c1ccc(Cl)cc1Cl)N2 (stereo unspecified)	-1.7	-7	-1.3	-2	1	1.6	-4.1	-3	3	8	3
CNS(=O)(=O)c1cn(CC(=O)NCc2ccc(OC)cc2)cc1S(=O)(=O)NC	-0.5	-1	0.8	-7	-21	2.2	2.3	-4	0	-13	3
COc1ccc(CCn2c(=N)c(S(=O)(=O)c3ccc(Cl)cc3)cc3c(=O)n4ccccc4nc32)cc1	-1.7	-8	-1.4	2	-10	1.5	1.4	-2	-4	2	0
C/C(=N\NC(=O)c1c([N+](=O)[O-])c(C)nn1C)c1ccc(NC(=O)c2ccc(C)o2)cc1	-3.2	32	-0.1	-1	237	0.3	1.1	-9	4	15	5
O=C(NC1CCCCC1)c1ccccc1-c1ccccc1	0.0	-3	4.2	4	5	3.6	1.8	9	-1	0	0
CCc1ccc(C(C(=O)NC2CCCC2)N(C(=O)c2csnn2)C2CC2)cc1 (stereo unspecified)	-0.1	0	-0.6	1	-17	2.2	1.5	7	0	0	-1

The results go on:
SMILES	CDK5 p35 inh	Tat export inh	phage Ecoli inh	PKA-R2B act	SUMO Mot1 rescue	AddAB inh	E coli growth	PKA-R1A activ	DAGLB inhibitor	HTR5A inv ctr	HTR5A ag
COC(=O)c1ccc(N2Cc3ccccc3/C2=N\C(=O)Nc2ccccc2)cc1	-3.6	-8	1.4	-8	-2	3.6	1.4	-12	-1	11	7
CN(C)c1ccc(C(=O)N(Cc2ccccc2)Cc2ccccc2)cc1	2.6	5	-0.9	-2	-10	0.7	-1.2	-5	3	8	-2
CC1=Nn2c(nnc2-c2ccccc2F)SC1	-0.5	-3	1.2	4	3	3.6	0.5	9	0	-14	5
O=C(CCC(=O)NNC(=O)Cc1ccccc1)NCc1ccccc1	0.6	1	3.5	·	-14	1.7	0.2	·	·	·	·
COc1cc(-c2c(C(C)=O)c(C)nc3c2C(=O)c2ccccc2-3)cc(OC)c1OC	-0.2	-5	1.5	16	·	·	·	-1	-3	-13	3
Cn1c(SCC(=O)N2c3ccccc3CCc3ccccc32)nnc1-c1ccc(O)cc1	-1.1	-6	3.0	7	1	2.2	0.2	-7	-1	5	-2
Cc1nnc(Nc2ccc(O)cc2)[nH]c1=O	0.4	15	4.1	13	-16	-0.3	-1.6	4	2	10	1
COc1cccc(C(=O)NNC(=O)Cc2ccc([N+](=O)[O-])cc2)c1	-0.8	-10	4.0	-3	-6	1.8	0.8	-7	-3	-32	-1
Nc1nnc(SCC(=O)NCC(=O)Nc2ccc(F)c(F)c2F)s1	2.0	3	-0.1	7	0	-0.4	-1.9	3	0	-5	-2
Cc1ccc(C(=O)Nc2ccc(Oc3cccc(C(F)(F)F)c3)nc2)cc1	-0.1	20	3.1	-12	-15	-0.6	-3.3	-5	1	20	2
CCOC(=O)CSc1ccc(C(=O)Nc2ccc(Cl)cc2)cn1	4.2	-1	4.8	1	12	0.4	-0.9	-10	-5	-13	4
COc1ccc(-n2nnc3c(SCC(=O)NCC4CCCO4)ncnc32)cc1 (stereo unspecified)	-0.8	-2	0.6	-17	-21	3.3	0.3	-1	-4	4	-2
CCC1(C)N=C(N)Nc2nc3cc(C)c(C)cc3n21 (stereo unspecified)	3.9	20	1.4	-9	18	0.9	1.3	-10	-8	-12	3
Cc1ccc(-n2c(SCC(=O)c3c(N)n(C)c(=O)n(C)c3=O)nc3sc4c(c3c2=O)CCCC4)c(C)c1	-2.1	7	-1.8	-8	91	0.5	-0.5	-4	-2	-5	2
O=C(CSc1nnc(CNC(=O)c2ccc(F)cc2)o1)NCc1ccc(F)cc1	1.0	3	1.1	0	-10	1.3	0.7	-1	3	12	-5
CCc1ccc(NC(=O)COC(=O)CN2C(=O)COc3ccccc32)cc1	-3.2	0	3.1	0	461	2.7	-1.8	-10	-4	-9	-3
CC(C)N(C(=O)[C@H]1C[C@H](CC(=O)NCC23CC4CC(CC(C4)C2)C3)C(=O)N2CCc3c([nH]c4cc(-c5ccco5)ccc34)[C@]12C)C(C)C	-0.9	-7	-0.1	-4	·	0.9	-0.5	1	-2	-7	2
CC(=O)c1cccc(NC(=O)c2c(-c3c(F)cccc3Cl)noc2C)c1	-1.3	-3	1.1	7	11	0.8	3.2	-3	-2	3	5
COc1ccc2sc(-c3ccc(S(C)(=O)=O)cc3)c(-c3ccc(SC)cc3)c2c1	-0.3	0	3.2	8	-2	2.1	-2.0	5	-9	12	-5
O=C(COC(=O)c1ccc([N+](=O)[O-])s1)NCCc1ccccc1	-2.3	-14	·	-6	19	1.6	1.9	-10	-2	26	0
CC12CCC(=O)N1C(C(=O)NNC(=O)COc1ccc(Br)cc1)CS2 (stereo unspecified)	-0.1	0	-1.1	0	19	-0.7	-0.1	4	2	7	-3
c1ccc(CNCc2ccc3c(c2)OCO3)nc1	-0.2	-1	-0.1	2	266	0.5	0.2	9	1	-20	8
COc1ccc(N2C(=NC(=O)C3CCCCC3)SC3CS(=O)(=O)CC32)cc1OC (stereo unspecified)	·	-17	4.3	-6	6	0.1	0.4	-2	-2	-8	3
